Compound activity (PubChem BioAssay)
POLK inh – blocks human DNA polymerase kappa activity. AID 588579. Q9UBT6. Potency, µM (highest dose often 107 µM), for the others: at the highest dose activity, negative = inhibition, hits mostly inhibitors. 400,000 tested, 0.53% active. purified Pol kappa, fluorescent DNA synthesis assay, 10 min; further: on the % scale 0 is the no-effect control and ±100 the full control effect
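50 nM final substrate added after 15 min RT preincubation of 10 nM Pol kappa with compound; fluorescence read at 0 and 10 min.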
Anesthetic bind – binds horse apoferritin like a general anesthetic; Potency, µM (titrated, usually from 77.5 µM), for inactives: top-dose activity change, negative = displacement, usual class: inhibitors; 350,000 tested, 0.074% active; AID 485281; apoferritin/1-aminoanthracene competitive binding, fluorescence; further: on the % scale 0 is the no-effect control and ±100 the full control effect; nearly all actives have a fitted effect of over 20% in size
Target sequence (P02791 2-175 limits assumed): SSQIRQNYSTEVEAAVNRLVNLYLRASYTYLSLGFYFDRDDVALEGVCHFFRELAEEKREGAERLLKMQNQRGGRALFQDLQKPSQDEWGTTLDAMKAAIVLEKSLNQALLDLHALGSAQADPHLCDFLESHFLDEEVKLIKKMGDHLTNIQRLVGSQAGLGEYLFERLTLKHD
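In PBS, apoferritin at 10 uM is loaded with 1-AMA from a 50% saturated solution. After 10 min of compound exposure at ambient temperature, reduced 535 nm fluorescence indicates probe displacement.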
BAZ2B inh – BAZ2B (human) inhibition; Q9UIF8; 360,000 tested, 4.4% active; Potency, µM (doses to about 114 µM), for the others: at the top dose activity change, negative = inhibition, actives largely listed as inhibitors; AlphaScreen BAZ2B-H3K14Ac peptide displacement; further: on the % scale 0 is the no-effect control and ±100 the full control effect; nearly all actives have a fitted effect of over 60% in size
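BAZ2B 50 nM plus b-H3(5-23)K14Ac 50 nM, PBS pH 7.4/0.01% Tween-20, 30 min RT; compound added (max 110 uM), 30 min RT; streptavidin donor/Ni-chelate acceptor beads 10 ug/mL final, 20 min dark; AlphaScreen read.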
APE1 inh – APE1 (human) endonuclease inhibition | P27695 | recombinant APE1, TAMRA/BHQ-2 abasic DNA cleavage fluorescence | Potency, µM (top dose mostly 65.8 µM), inactives show at the highest dose activity change, negative = inhibition, actives largely listed as inhibitors | 350,000 tested, 0.35% active;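 further: plate controls were vehicle for no effect and reference inhibitor for full effect; nearly all actives have a fitted effect of over 55% in size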
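Kinetic fluorescence read (525 ex/598 em nm, three reads 60 s apart) of AP-site incision; signal = third minus first read. Enzyme 0.75 nM, dual-labelled THF duplex 50 nM, compound preincubation 15 min RT.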
G9a inh – G9a (human) methyltransferase inhibition; Q96KQ7; G9a H3K9 monomethylation, AlphaScreen, 2 h; Potency, µM (titrated, usually from 102 µM), for the others: at the highest dose activity, negative = inhibition, usual class: inhibitors; 350,000 tested, 8.8% active; further: on the % scale 0 is the no-effect control and ±100 the full control effect; nearly all actives have a fitted effect of over 75% in size
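Enzyme 20 nM + cpd, 15 min RT; add b-H3K9 pep 500 nM / SAM 20 uM; 2 h RT; anti-H3K9me1 Ab 0.5 ug/mL + SA donor / anti-rabbit acceptor beads 20 ug/mL each, 10 min; AlphaScreen read.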
POLB inh – blocks human DNA polymerase beta activity. Potency, µM (titrated, usually from 114 µM), without a hit: at the highest dose activity change, negative = inhibition, usual class: inhibitors. 340,000 tested, 1.3% active. Pol beta primer extension/strand displacement, fluorescence kinetic. P06746; further: on the % scale 0 is the no-effect control and ±100 the full control effect
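10 nM enzyme + cpd, 15 min RT; start with substrate 50 nM final; read 0 min and after 10 min RT. Corrected, normalized data; 4-parameter Hill curve fit.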
POLH inh – blocks human DNA polymerase eta activity | 390,000 tested, 1.2% active | recombinant Pol eta, fluorescent DNA replication assay | Potency, µM (titrated, usually from 114 µM), inactives show at the top dose activity change, negative = inhibition, usual class: inhibitors | AID 588591 | Q9Y253; further: on the % scale 0 is the no-effect control and ±100 the full control effect
Target sequence (Q9Y253 whole entry, looked up): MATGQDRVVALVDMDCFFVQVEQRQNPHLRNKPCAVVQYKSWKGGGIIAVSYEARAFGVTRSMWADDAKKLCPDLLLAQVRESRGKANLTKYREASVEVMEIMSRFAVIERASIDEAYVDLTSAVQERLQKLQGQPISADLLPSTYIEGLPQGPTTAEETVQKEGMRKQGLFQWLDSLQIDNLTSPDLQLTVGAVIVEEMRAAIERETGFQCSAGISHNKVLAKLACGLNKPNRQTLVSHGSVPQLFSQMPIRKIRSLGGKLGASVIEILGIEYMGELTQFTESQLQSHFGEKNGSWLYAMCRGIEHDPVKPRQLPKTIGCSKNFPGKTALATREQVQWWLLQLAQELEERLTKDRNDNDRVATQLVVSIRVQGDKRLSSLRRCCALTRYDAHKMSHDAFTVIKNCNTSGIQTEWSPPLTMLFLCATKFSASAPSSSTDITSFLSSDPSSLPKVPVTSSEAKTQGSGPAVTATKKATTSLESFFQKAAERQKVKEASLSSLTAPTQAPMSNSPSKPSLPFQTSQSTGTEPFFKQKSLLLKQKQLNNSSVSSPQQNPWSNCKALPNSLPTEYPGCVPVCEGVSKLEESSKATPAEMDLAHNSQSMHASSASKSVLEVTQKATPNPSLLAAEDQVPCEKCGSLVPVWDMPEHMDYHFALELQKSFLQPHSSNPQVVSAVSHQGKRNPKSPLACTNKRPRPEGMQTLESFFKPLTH
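Pol eta (10 nM) was preincubated with compounds for 15 min at room temperature, after which fluorescent replication substrate (50 nM final) was added to start the reaction. Fluorescence was read kinetically at 0 and 10 min.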
POLI inh – DNA polymerase iota (human) inhibition; Q9UNA4; Pol iota fluorescent replication assay, 10 min; Potency, µM (titrated, usually from 115 µM), for inactives: at the top dose activity, negative = inhibition, most hits filed as inhibitors; 390,000 tested, 1% active; AID 588590
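Pol iota at 10 nM preincubated 15 min with compounds at room temperature; reaction started with fluorescent substrate, 50 nM final. Fluorescence read kinetically at 0 and 10 min; buffer-only wells as negative control.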
BLM helicase inh – blocks DNA unwinding by human BLM helicase. recombinant BLM DNA unwinding, fluorescence dequenching. Potency, µM (series often up to 56.1 µM), without a hit: at the highest dose activity change, negative = inhibition, usual class: inhibitors. AID 2528. 350,000 tested, 0.2% active;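 further: plate controls were vehicle for no effect and no enzyme for full effect; nearly all actives have a fitted effect of over 35% in size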
Active calls of the source: *; & = joins results of further samples; [ ] = dose if it differs, or a comment. The call rests on the fitted dose curve; in most records, active means well fitted curve in the direction sought with a large enough effect; inconclusive means small, poorly fitted or top-dose-only effect, or another doubt; inactive means no such curve, though single readings can be large; an effect the other way counts as inactive or inconclusive. Potency means the concentration at half of the fitted maximal effect. The list is partial. The share of hits here may be higher or lower than overall.

Results for CCOc1ccc(NC(=O)CC2SC(=O)N(c3ccccc3)C2=O)cc1 (configuration not stated) ?
POLK inh: -6%; Anesthetic bind: inconclusive; BAZ2B inh: inconclusive; APE1 inh: 15%; POLB inh: 10%; POLH inh: -15%; POLI inh: 77%[activator]; BLM helicase inh: -13%

How did Cc1cccc(N(CC(=O)NC2CCCC2)C(=O)c2nsc(Cl)c2Cl)c1C do in these assays?
POLK inh: -2%; Anesthetic bind: inconclusive; BAZ2B inh: 4%; APE1 inh: 7%; G9a inh: 4%; POLB inh: 16%; POLH inh: -16%; POLI inh: 14%; BLM helicase inh: -8%

How did Cc1ccc(C(=O)N/C(=C/c2ccccc2F)C(=O)NCCCn2ccnc2)cc1 do in these assays?
POLK inh: 2%; Anesthetic bind: -14%; BAZ2B inh: -33%; APE1 inh: 14%; G9a inh: 9%; POLB inh: 29%; POLH inh: 0%; POLI inh: 10%; BLM helicase inh: 2%

What do the screens show for `COc1ccc(CN2CCN(CC(=O)Nc3ccccc3C(=O)NC3CC3)CC2)cc1F`?
POLK inh: -2%; BAZ2B inh: -3%; APE1 inh: 11%; G9a inh: 19%[12.7 µM]; POLH inh: -7%; POLI inh: -26%

How did CC(=C/c1ccccc1)/C=N/NC(=O)c1cc(C)oc1C do in these assays?
POLK inh: -13%; Anesthetic bind: -2%; BAZ2B inh: 10%; APE1 inh: 17%; G9a inh: 12%[59 µM]; POLB inh: 21%; POLH inh: -1%; POLI inh: 25%; BLM helicase inh: 5%

Results for Cn1c(-c2ccc(Cl)nc2)nc2cc(Cl)ccc21 ?
POLK inh: 2%; Anesthetic bind: 4%; BAZ2B inh: 12%; APE1 inh: -5%; G9a inh: -3%[2.33 µM]; POLB inh: 28%; POLH inh: -17%; POLI inh: 152%[activator]; BLM helicase inh: 3%

How did COc1ccc(-c2nn(-c3ccccc3)cc2C(=O)NCCCn2ccnc2)cc1 do in these assays?
POLK inh: -7%; Anesthetic bind: -22%; BAZ2B inh: -34%; APE1 inh: -1%; G9a inh: -12%; POLB inh: 30%; POLH inh: -13%; POLI inh: -6%; BLM helicase inh: 2%

How did Cc1nc(C)c(-c2csc(NCc3ccco3)n2)s1 do in these assays?
POLK inh: -12%; Anesthetic bind: -4%; BAZ2B inh: 50µM*; APE1 inh: -2%; G9a inh: inconclusive; POLB inh: 3%; POLH inh: -6%; POLI inh: -5%; BLM helicase inh: -2%

Results for CCc1cccc(NC(=O)c2ccc(Cn3nc(C)cc3C)o2)c1 ?
POLK inh: -20%; Anesthetic bind: 0%; BAZ2B inh: -1%; APE1 inh: -10%; G9a inh: -10%[59 µM]; POLB inh: 31%; POLH inh: -12%; POLI inh: 18%; BLM helicase inh: -7%

How did COC(=O)c1ccccc1NC(=O)CCn1c(=O)oc2ccccc21 do in these assays?
POLK inh: -2%; Anesthetic bind: -11%; BAZ2B inh: 4%; APE1 inh: 12%; G9a inh: 5%; POLB inh: 7%; POLH inh: 0%; POLI inh: -11%; BLM helicase inh: 0%

Results for COc1ccc(C(=O)NC(=S)NNC(=O)c2ccc3ccccc3n2)cc1 ?
POLK inh: -4%; Anesthetic bind: 25%; BAZ2B inh: 79µM*; APE1 inh: 1%; G9a inh: 13µM*; POLB inh: -1%; POLH inh: -24%; POLI inh: 83%[activator]; BLM helicase inh: -6%

How did COc1cccc(NC(=O)COC(=O)COc2cccc3c2OC(C)(C)C3)c1 do in these assays?
POLK inh: -29%; Anesthetic bind: inconclusive; BAZ2B inh: -13%; APE1 inh: 22%; G9a inh: 1%; POLB inh: 0%; POLH inh: -17%; POLI inh: 12%; BLM helicase inh: -9%

What do the screens show for `O=C(COc1ccc2ccccc2c1)N1c2ccccc2Sc2ccccc21`?
POLK inh: -11%; Anesthetic bind: -7%; BAZ2B inh: 4%; APE1 inh: -2%; G9a inh: 9%[12.7 µM]; POLB inh: -26%; POLH inh: -15%; POLI inh: -17%[58.9 µM]; BLM helicase inh: -5%

What do the screens show for `O=C(COC(=O)c1ccc(O)cc1)Nc1cc(S(=O)(=O)N2CCOCC2)ccc1Cl`?
POLK inh: -13%; BAZ2B inh: 0%; APE1 inh: 2%; G9a inh: 8%[12.7 µM]; POLH inh: 2%; POLI inh: -2%

How did O=C(NCc1ccccc1)C(c1cccs1)N(C(=O)c1csnn1)C1CC1 (configuration not stated) do in these assays?
POLK inh: -8%; Anesthetic bind: -19%; BAZ2B inh: -8%; APE1 inh: 1%; G9a inh: -10%; POLB inh: 7%; POLH inh: -9%; POLI inh: 7%; BLM helicase inh: -3%

Results for Cc1ccc2c(c1)cc(CN(Cc1ccco1)S(=O)(=O)c1ccccc1)c1nnnn12 ?
POLK inh: -13%; Anesthetic bind: -13%; BAZ2B inh: 0%; APE1 inh: -2%; G9a inh: 4%; POLB inh: -2%; POLH inh: -14%; POLI inh: 15%; BLM helicase inh: 0%

How did Cc1ccc(NC(=O)CCC(=O)N2CCOc3ccccc32)c(Cl)c1 do in these assays?
POLK inh: -10%&5%; Anesthetic bind: inconclusive; BAZ2B inh: 36%&0%[activator]; APE1 inh: 14%; G9a inh: inconclusive; POLB inh: 22%&-3%; POLH inh: -7%&-9%; POLI inh: 6%&8%; BLM helicase inh: -3%&0%

Results for CCN(CC)c1ccc(C(=O)OCC(=O)Nc2cccc(S(=O)(=O)NC3=NCCCCC3)c2)cc1 ?
POLK inh: -15%; Anesthetic bind: 1%; BAZ2B inh: -3%; APE1 inh: 16%; G9a inh: 4%[59 µM]; POLB inh: 22%; POLH inh: -12%; POLI inh: 6%; BLM helicase inh: -6%

How did COc1ccc(CC(=O)Nc2ccc(OC)c(NC(=O)c3ccco3)c2)cc1 do in these assays?
POLK inh: 2%; Anesthetic bind: -8%; BAZ2B inh: -5%; APE1 inh: -2%; G9a inh: 50µM*; POLB inh: 1%; POLH inh: -13%; POLI inh: -6%; BLM helicase inh: -11%

How did CCN(CC)C(=O)c1ccc(NS(=O)(=O)c2ccc3[nH]c(=O)[nH]c3c2)cc1 do in these assays?
POLK inh: -11%; Anesthetic bind: -22%; BAZ2B inh: inconclusive; APE1 inh: -7%; POLB inh: -29%; POLH inh: -5%; POLI inh: 17%; BLM helicase inh: -21%

Results for COCCCNC(=O)c1c(F)c(F)c(F)c(F)c1F ?
POLK inh: 0%; Anesthetic bind: -9%; BAZ2B inh: 4%; APE1 inh: 0%; G9a inh: 11%; POLB inh: 20%; POLH inh: -15%; POLI inh: 11%; BLM helicase inh: 0%

How did CCOC(=O)c1nn(-c2ccccc2C)c(=O)c2c(N)scc12 do in these assays?
POLK inh: -9%; Anesthetic bind: -21%; BAZ2B inh: 79µM*; APE1 inh: -6%; G9a inh: 3.2µM*; POLB inh: -26%; POLH inh: -4%; POLI inh: inconclusive; BLM helicase inh: -8%

How did COC(=O)CNC(=O)COC(=O)c1ccc(Cl)nc1 do in these assays?
POLK inh: 2%; Anesthetic bind: 1%; BAZ2B inh: -2%; APE1 inh: inconclusive; G9a inh: -39%; POLB inh: -3%; POLH inh: -6%; POLI inh: 132%[activator]; BLM helicase inh: -2%

Results for CCC(C)(C)NC(=O)C(c1cccn1C)N(C(=O)Cn1nnc2ccccc21)c1ccc(NC(C)=O)cc1 (configuration not stated) ?
POLK inh: -1%; Anesthetic bind: -12%; BAZ2B inh: -1%; APE1 inh: 4%; POLB inh: 0%; POLH inh: -6%; POLI inh: inconclusive; BLM helicase inh: -9%

What do the screens show for `CCCOc1ccc(N2C(=O)C/C(=C\c3ccccc3)C2=O)cc1`?
POLK inh: -6%; Anesthetic bind: 9%; BAZ2B inh: 5%; APE1 inh: 9%; POLB inh: inconclusive; POLH inh: 2%; POLI inh: -4%; BLM helicase inh: -3%

How did CC1NC(=O)NC1CCCCCC(=O)NCCc1ccccc1 (configuration not stated) do in these assays?
POLK inh: 1%; Anesthetic bind: -3%; BAZ2B inh: 0.89µM*; APE1 inh: -4%; G9a inh: inconclusive; POLB inh: -17%; POLH inh: 12%; POLI inh: inconclusive; BLM helicase inh: 1%

Results for N#Cc1nc(COc2ccccc2Cl)oc1N1CCCCCC1 ?
POLK inh: -5%; Anesthetic bind: 1%; BAZ2B inh: inconclusive; APE1 inh: 0%; G9a inh: -5%[59 µM]; POLB inh: 26%; POLH inh: -19%; POLI inh: 45%[activator]; BLM helicase inh: -7%

What do the screens show for `COC(=O)c1cn(NC(=O)C2CCCCC2)c(=O)c2ccccc12`?
POLK inh: 4%; Anesthetic bind: -10%; BAZ2B inh: 5%; APE1 inh: 2%; G9a inh: inconclusive; POLB inh: 23%; POLH inh: -1%; POLI inh: 10%; BLM helicase inh: 2%

What do the screens show for `CC(=O)N(CN1C(=O)C2CC=CCC2C1=O)c1cccc(Cl)c1` (configuration not stated)?
POLK inh: -7%; Anesthetic bind: 1%; BAZ2B inh: 9%; APE1 inh: 3%; G9a inh: inconclusive; POLB inh: 3%; POLH inh: -3%; POLI inh: 4%; BLM helicase inh: -1%

Results for CCOC(=O)CCP(=O)(O)C(O)(c1ccccc1)c1ccccc1 ?
POLK inh: -4%; Anesthetic bind: -2%; BAZ2B inh: 6%; APE1 inh: -3%; G9a inh: 5%; POLB inh: 19%; POLH inh: -14%; POLI inh: 22%; BLM helicase inh: -2%

How did O=C(CN1CCN(Cc2ccccc2)CC1)N/N=C/c1ccc(Br)s1 do in these assays?
POLK inh: -11%; Anesthetic bind: 6%; BAZ2B inh: -6%; APE1 inh: -3%; POLB inh: 0%; POLH inh: -13%; POLI inh: -3%[58.9 µM]; BLM helicase inh: 3%

Molecules shown so far with two or more sulfur atoms (2):
How did Cc1nc(C)c(-c2csc(NCc3ccco3)n2)s1 do in these assays?
POLK inh: -12%; Anesthetic bind: -4%; BAZ2B inh: 50µM*; APE1 inh: -2%; G9a inh: inconclusive; POLB inh: 3%; POLH inh: -6%; POLI inh: -5%; BLM helicase inh: -2%

How did O=C(NCc1ccccc1)C(c1cccs1)N(C(=O)c1csnn1)C1CC1 (configuration not stated) do in these assays?
POLK inh: -8%; Anesthetic bind: -19%; BAZ2B inh: -8%; APE1 inh: 1%; G9a inh: -10%; POLB inh: 7%; POLH inh: -9%; POLI inh: 7%; BLM helicase inh: -3%
